High-throughput results from PubChem BioAssay.
TMEM16A act: TMEM16A chloride channel activators or potentiators, primary screen, cell-based, HTS. HEK293 TMEM16A/YFP-H148Q/I152L, iodide quench fluorescence; active compounds read low. B-score at 10 µM. hit rate 0.3% among 340,000;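 active means fluorescence-ratio B-score plate-corrected deviation score at least 3 library SD below zero, with starting fluorescence score within 5 deviations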;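 further: channel opened by trigger with iodide after compound preincubation; score built on the fluorescence ratio of max minus min over baseline; more negative score means more quench and so TMEM16A activation or potentiation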
Target sequence (Q8BHY3 whole entry, looked up): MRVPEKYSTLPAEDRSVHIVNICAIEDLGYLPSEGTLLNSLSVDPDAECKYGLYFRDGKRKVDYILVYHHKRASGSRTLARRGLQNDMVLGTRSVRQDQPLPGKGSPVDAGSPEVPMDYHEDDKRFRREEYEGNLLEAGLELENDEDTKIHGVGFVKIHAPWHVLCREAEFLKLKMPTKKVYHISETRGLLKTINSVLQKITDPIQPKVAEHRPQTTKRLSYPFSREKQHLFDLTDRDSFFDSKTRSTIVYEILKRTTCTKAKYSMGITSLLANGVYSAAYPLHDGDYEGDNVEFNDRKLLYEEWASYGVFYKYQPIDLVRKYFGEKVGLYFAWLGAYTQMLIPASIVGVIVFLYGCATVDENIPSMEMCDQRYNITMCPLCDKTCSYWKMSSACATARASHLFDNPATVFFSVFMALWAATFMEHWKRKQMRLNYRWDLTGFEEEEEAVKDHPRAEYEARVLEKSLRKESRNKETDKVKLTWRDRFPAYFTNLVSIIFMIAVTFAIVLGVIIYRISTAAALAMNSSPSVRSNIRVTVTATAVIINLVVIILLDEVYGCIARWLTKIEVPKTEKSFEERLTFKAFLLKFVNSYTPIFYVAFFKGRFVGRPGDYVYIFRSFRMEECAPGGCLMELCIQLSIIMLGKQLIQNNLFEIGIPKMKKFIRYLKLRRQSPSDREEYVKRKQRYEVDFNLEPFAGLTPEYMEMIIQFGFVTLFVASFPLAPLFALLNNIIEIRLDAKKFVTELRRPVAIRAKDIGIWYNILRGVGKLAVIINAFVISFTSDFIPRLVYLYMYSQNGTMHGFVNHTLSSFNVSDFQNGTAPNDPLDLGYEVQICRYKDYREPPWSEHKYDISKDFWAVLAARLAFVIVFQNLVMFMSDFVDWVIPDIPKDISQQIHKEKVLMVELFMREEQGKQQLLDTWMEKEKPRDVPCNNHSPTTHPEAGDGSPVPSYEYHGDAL
KCNK3 block: human KCNK3 channel inhibitors, primary screen, CHO cells, FluxOR thallium flux, B-score | B-score at 10 µM | FluxOR fluorescence; active compounds read low | AID 602410, 2012 | hit rate 0.84% among 340,000;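 active means B-score under library mean minus 4 SD, starting fluorescence ratio at most library mean plus 5 SD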;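 further: more negative B-score means stronger inhibition of thallium flux through KCNK3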
Dyrk1A ADPGlo: rat Dyrk1A kinase inhibitors, primary screen, biochemical, single point, plate reader | Dual specificity tyrosine-phosphorylation-regulated kinase 1A (Rattus norvegicus), Q63470 | ADP-Glo luminescence, NFATc1 peptide | inhibition, % at 12.5 µM | hit rate 0.43% among 310,000 | AID 504441, 2011; in the data active means inhibition above about 50%;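 further: plate controls were vehicle with enzyme for no effect and no enzyme for full effect; many of its hits are not listed in these tables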
* marks the source's active call; other numbers are inactive results; i = inactive.

TMEM16A act,KCNK3 block,Dyrk1A ADPGlo,Structure
i,i,1,CCOC(=O)C1=CN(Cc2ccc(Br)cc2)S(=O)(=O)N(C)C1C (stereo not given)
i,i,18,Nc1c(C(=O)CSc2nnnn2-c2ccc(O)cc2)c(=O)[nH]c(=O)n1C1CC1
i,i,-2,Cc1ccc(S(=O)(=O)N2CCCCC2)cc1C(=O)NCc1ccc(S(N)(=O)=O)cc1
i,i,3,CCOC(=O)c1ccccc1NC(=O)COC(=O)CCNS(=O)(=O)c1cccs1
i,i,0,NS(=O)(=O)c1ccc(N2CCN(C(=O)C3COc4ccccc4O3)CC2)nc1 (stereo not given)
i,i,-2,CC(=O)Nc1ccc(C=NNC(=O)CCCC(=O)NN=Cc2ccc(NC(C)=O)cc2)cc1
i,i,-2,CC(=O)NCc1ccc(S(=O)(=O)N2CCN(S(=O)(=O)c3ccc4ccccc4c3)CC2)cc1
i,i,-3,O=c1cc2oc3cc(O)c(O)cc3c(-c3ccccc3O)c-2cc1O
i,i,4,Cc1cc(C)cc(OCC(=O)OCC(=O)NC2CCCCCC2)c1
i,i,-6,CCOC(=O)Nc1cc(N)ncn1
i,i,5,O=C1NC(c2ccccc2)C(c2ccccc2)N1 (stereo not given)
i,i,14,COc1ccccc1CNC(=O)CCCN1C(=O)NC2(CCCC2)C1=O
i,i,2,Nc1ccc(N=Nc2ccccc2)cc1[N+](=O)[O-]
i,i,-3,CCOC(=O)c1cc([N+](=O)[O-])cc([N+](=O)[O-])c1Sc1ncnc2nc[nH]c12
i,i,16,CC1CCCC(NC(=O)NC(=O)COC(=O)c2ccc(O)cc2O)C1C (stereo not given)
i,i,44,CN(C)c1ccc2c(c1)C(=NO)c1ccccc1-2
i,i,-2,CCN(N=O)c1ccc(C=C2C=Cc3ccccc32)cc1
i,i,0,CC(=O)Nc1ccc2c(c1)Cc1ccc(Cl)cc1-2
i,i,18,O=C1C[C@@H]2c3c(cccc3CN1Cc1ccccc1Br)C[C@@H](O)[C@H]2O
i,i,-4,O=[N+]([O-])c1cccc(N=Cc2ccccc2)c1
i,i,-10,CC(OC(=O)C1=COCCO1)C(=O)Nc1ncc(Cl)cc1Cl (stereo not given)
i,i,-2,COc1ccccc1N(C)S(=O)(=O)c1ccc(C(=O)N2CCC2)cc1
i,i,0,COc1ccc(CN(C)C(=O)/C=C/c2ccc(S(=O)(=O)N3CCOCC3)cc2)cc1F
i,i,7,CCN1C[C@@H]2[C@@H]3C(=O)N(C)C(=O)[C@@H]3[C@](CC)(C1=O)N2C(=O)c1ccc(F)cc1
i,i,2,COc1ccc(S(=O)(=O)N2CCOCC2)cc1NC(=O)C1CCCCN1S(=O)(=O)c1ccccc1 (stereo not given)
i,i,0,COc1ccc(NC(=O)CSc2nnc(C)s2)cc1S(=O)(=O)N1CCOCC1
i,i,2,CSCCC(NC(=O)c1ccco1)C(=O)N(C)CC(=O)Nc1ccccc1Br (stereo not given)
i,i,10,C#CCOCCOCCOCCNc1nc(N2CCN(C(=O)[C@H](CCCCN)n3cc(CC(C)O)nn3)CC2)nc(N2CCN(C(=O)[C@H](Cc3ccc(O)cc3)n3cc(CCO)nn3)CC2)n1 (stereo not given in full)
i,i,8,CCOc1ccccc1C1NC(=O)c2ccccc2N1 (stereo not given)
i,i,1,C=CCOC(=O)C(C(=O)Cc1ccccc1)c1ccccc1 (stereo not given)
i,i,14,CCN(CC)CCCC(C)n1c2nc(=O)[nH]c(=O)c-2nc2cc(Cl)ccc21 (stereo not given)
i,i,3,COCC(=O)OCC(=O)Nc1cc([N+](=O)[O-])ccc1Cl
i,i,-1,Cc1ccnc(NC(=O)COc2ccccc2[N+](=O)[O-])c1
i,i,5,COc1ccc(CC(=O)Nc2cc(S(C)(=O)=O)ccc2Cl)cc1S(=O)(=O)N1CCOCC1
i,i,2,Cn1c(=O)c2[nH]c(SCCN3CCOCC3)nc2n(C)c1=S
i,i,3,CS(=O)(=O)N(CC(=O)NCc1ccncc1)Cc1ccc(Cl)cc1
i,i,-3,CC(OC(=O)CSCC(=O)Nc1ccc(Cl)cc1)C(=O)N(C)Cc1ccccc1 (stereo not given)
i,i,5,O=C(O)c1ccc(N=C2c3ccccc3-c3ccccc32)cc1
i,i,-2,Cc1ccc(C(=O)N2CCCCC2)cc1NC1=C(Cl)C(=O)N(Cc2ccccc2)C1=O
i,i,4,O=C(OCC(=O)N1CCN(c2ccccc2)CC1)C1CCCN1S(=O)(=O)c1ccc(Cl)cc1 (stereo not given)

Among those listed so far, 5 have a nitro group on carbon:
TMEM16A act,KCNK3 block,Dyrk1A ADPGlo,Structure
i,i,2,Nc1ccc(N=Nc2ccccc2)cc1[N+](=O)[O-]
i,i,-3,CCOC(=O)c1cc([N+](=O)[O-])cc([N+](=O)[O-])c1Sc1ncnc2nc[nH]c12
i,i,-4,O=[N+]([O-])c1cccc(N=Cc2ccccc2)c1
i,i,3,COCC(=O)OCC(=O)Nc1cc([N+](=O)[O-])ccc1Cl
i,i,-1,Cc1ccnc(NC(=O)COc2ccccc2[N+](=O)[O-])c1

(next part)
TMEM16A act,KCNK3 block,Dyrk1A ADPGlo,Structure
i,i,7,COc1ccc(-n2c(N)cc(=O)nc2SCC(=O)NC2CCCCC2)cc1
i,i,5,Nc1cccc2c1C(=O)c1ccc(Cl)cc1C2=O
i,i,-4,C=CCOC(=O)c1ccccc1C(=O)OCC1CO1 (stereo not given)
i,i,-1,Cc1ccc(OCC(=O)NNC(=O)CSC(=S)N2CCCC2)cc1
i,i,-22,CCN(C(=O)CN1CCC(C)CC1)c1c(N)n(Cc2ccccc2)c(=O)[nH]c1=O
i,i,2,CN(C)CCN1C(=O)c2cccc3cc([N+](=O)[O-])cc(c23)C1=O
i,i,-6,O=C(COC(=O)c1n[nH]c(=O)c2ccccc12)Nc1ccccc1
i,i,-12,COc1ccc(C(CNC(=O)CNC(=O)c2cccc(C)c2)N2CCCCC2)cc1 (stereo not given)
i,i,4,CC(=O)Nc1cc2c3ccccc3n(C)c2cc1[N+](=O)[O-]
i,i,23,COc1ccc(NC(=O)CN(C)C(=O)c2ccc3ccccc3c2)cc1
i,i,-3,COc1cc(C(=O)c2ccc3c(c2)OCO3)cc(OC)c1OC
i,i,-4,CCOc1cc(/C=N/Nc2cccc(C(=O)O)c2)ccc1OCC(=O)N1CCCCC1
i,i,-3,N#Cc1cn(Cc2ccco2)c(=O)[nH]c1=O
i,i,4,O=C1NC(=O)C2(N1)c1ccccc1-c1ccccc12
i,i,-5,CCc1ccc2c(COC(=O)C3CC(=O)N(CCc4ccccc4)C3)cc(=O)oc2c1 (stereo not given)
i,i,0,CC(C)[C@H](NC(=O)c1ccccc1)C(=O)Nc1ccc2c(c1)OCO2
i,i,-8,CC(=O)c1cccc(NC(=O)CCN2C(=O)C3CC=CCC3C2=O)c1 (stereo not given)
i,i,-3,NC(=O)NC[C@@H]1CC[C@@H](Cc2ccc(-c3ccccc3)cc2)O1
i,i,-6,O=C(Cc1ccccc1)NC(CSSCC(NC(=O)Cc1ccccc1)C(=O)O)C(=O)O (stereo not given)
i,i,1,Cc1ccc(NC2CNC(=O)NC2=O)cc1C (stereo not given)
i,i,-3,[O-]C(=C(C(=S)Nc1cccc2ccccc12)[n+]1cccc(CO)c1)c1ccc(Cl)s1
i,i,-8,Cc1nnc2sc(SCC(=O)N3CCc4ccccc43)nn2c1=O
i,i,12,COc1ccc(O)c(C(=O)CC(=O)c2cccnc2)c1
i,i,0,O=C(OCC(=O)N1CCc2ccccc21)c1ccccc1[N+](=O)[O-]
i,i,4,Cc1ccc(S(=O)(=O)N2CCN(CC(=O)NC(C)c3ccccc3)CC2)cc1 (stereo not given)
i,i,33,Cc1ccnc(NC(=O)CN2C(=O)NC(C)(c3ccc4ccccc4c3)C2=O)c1 (stereo not given)
i,i,-5,CC(=O)Nc1cccc(OCC(=O)Nc2cccc(S(=O)(=O)N3CCCC3)c2)c1
i,i,7,O=C(CN1CCN(S(=O)(=O)c2ccc3c(c2)OCCO3)CC1)Nc1ccccc1Br
i,i,16,Cc1ccccc1NC(=O)COC(=O)CC1CCCC1
i,i,1,C[C@H](NS(=O)(=O)c1ccc(Cl)cc1)C(=O)OCC(=O)Nc1cc(S(=O)(=O)N2CCOCC2)ccc1Cl

Grouped by structure: those above containing bromine (four)
TMEM16A act,KCNK3 block,Dyrk1A ADPGlo,Structure
i,i,1,CCOC(=O)C1=CN(Cc2ccc(Br)cc2)S(=O)(=O)N(C)C1C (stereo not given)
i,i,18,O=C1C[C@@H]2c3c(cccc3CN1Cc1ccccc1Br)C[C@@H](O)[C@H]2O
i,i,2,CSCCC(NC(=O)c1ccco1)C(=O)N(C)CC(=O)Nc1ccccc1Br (stereo not given)
i,i,7,O=C(CN1CCN(S(=O)(=O)c2ccc3c(c2)OCCO3)CC1)Nc1ccccc1Br

Later entries:
TMEM16A act,KCNK3 block,Dyrk1A ADPGlo,Structure
i,i,26,CC(=O)Nc1ccc2c(c1)[nH]c(=O)c1ccccc12
i,i,1,Cc1ccccc1C1CC(=O)c2ccccc2C1C (stereo not given)
i,i,-4,CC(=O)Nc1cccc2c1Cc1cc([N+](=O)[O-])ccc1-2
i,i,-7,O=C(c1ccccc1)c1cc(Cl)ccc1N1C(=O)C=CC1=O
i,i,-2,C=C(C)COC(=O)c1ccccc1C(=O)OCC1(C)CO1 (stereo not given)
i,i,-2,O=C(COC(=O)c1cc(=O)c2ccccc2o1)NCc1ccccc1
i,i,-2,CCOC(=O)c1nn(C)c2[nH]c(=O)n(C)c(=O)c12
i,i,-5,O=C1NCC(c2ccccc2)(c2ccccc2)C(=O)N1
i,i,-3,O=S(=O)(Cc1ccccc1)C(CCCc1ccccc1)S(=O)(=O)Cc1ccccc1
i,i,-4,O=C(Nc1ccncc1)C1CC(=O)N(Cc2ccccc2)C1 (stereo not given)
i,i,-1,O=C(NN=Cc1ccc(F)cc1)C1CC1
i,i,-4,O=c1oc2c(CN3CCCCC3)c(O)ccc2cc1-c1nc2ccccc2[nH]1
i,i,-2,COc1ccccc1CNC(=O)COC(=O)c1c[nH]c2ccccc12
i,i,1,O=C(CN1CCN(C(=O)CCC(=O)N2CCC(c3ccccc3)=N2)CC1)Nc1ccc(F)cc1
i,i,8,COc1ccccc1NS(=O)(=O)c1cccc(NC(=O)C(C)NC(=O)c2ccco2)c1 (stereo not given)
i,i,-5,Cc1ccc(S(=O)(=O)N2CCCCC2)cc1NC(=O)c1nn(C)c(=O)c2ccccc12
i,i,0,O=C(Nc1ccccc1OC(=O)c1ccccc1)c1ccccc1
i,i,-9,CCc1ccccc1OCC(=O)Nc1cc(S(=O)(=O)N2CCOCC2)ccc1N1CCCCC1
i,i,5,Cc1ccccc1C(c1ccccc1Cl)N(C)C (stereo not given)
i,i,-6,COc1cc(Cl)c(C)cc1NC(=O)COc1ccc(C)nc1[N+](=O)[O-]
i,i,13,Cc1cc(C(=O)OCC(=O)N2CCCCCC2)ccc1[N+](=O)[O-]
i,i,4,Cc1cccc(NS(=O)(=O)c2ccc(C)c(C(=O)NCC(c3ccco3)N3CCCCC3)c2)c1 (stereo not given)
i,i,-2,Nc1ccc(Cc2ccc(N)c(O)c2)cc1O
i,i,0,Cn1nc(C(=O)NNC(=O)Cc2ccc(S(=O)(=O)N3CCOCC3)s2)c2ccccc2c1=O
i,i,-4,O=P(NC1CCCCC1)(c1ccccc1)c1ccccc1
i,i,6,CC1CCCCC12NC(=O)N(CC(=O)Nc1nccs1)C2=O (stereo not given)
i,i,-4,CC(=O)Nc1ccc(S(=O)(=O)NCCC(=O)OC(C)C(=O)NC2(C#N)CCCCC2)cc1 (stereo not given)
i,i,6,CCOC(=O)c1c(C)[nH]c(C)c1C(=O)COC(=O)/C=C/c1ccc(OC)cc1
i,i,9,Cc1cc(O)cc2c1C1CCC3(C)C(O)CCC3C1C=C2 (stereo not given)
i,i,-2,O=C1OC(c2ccccc2)Sc2ccccc21 (stereo not given)
i,i,28,N#CC1C(=N)Cc2ccccc2-c2ccccc21 (stereo not given)
i,i,-2,O=C(O)c1ccccc1SC1CC(=O)N(c2cccc3ccccc23)C1=O (stereo not given)
i,i,-20,CC(=O)Nc1ccc(NC(=O)C(C)OC(=O)C2CCN(S(=O)(=O)c3ccccc3C(F)(F)F)CC2)cc1 (stereo not given)
i,i,0,CCCCN(C(=O)CSCC(=O)Nc1ccc(OC)cc1)c1c(N)n(CC(C)C)c(=O)[nH]c1=O
i,i,1,COc1cc(C(=O)c2ccccc2C(=O)O)c(OC)c2c1CCCC2
i,i,0,O=C(CNc1ccccc1N1CCCC1=O)Nc1cc(Cl)ccc1-n1cncn1
i,i,-3,O=C1CCCN1CC(CN1CCOCC1)Sc1nc2ccccc2c(=O)n1-c1ccccc1 (stereo not given)
i,i,4,COc1ccc2c(c1)C(CC(=O)NN)CCC2 (stereo not given)
i,i,-2,COc1ccccc1N1CCN(C(=O)CC(NC(=O)c2ccccc2Cl)c2ccccc2)CC1 (stereo not given)

Sorted by length of the SMILES (lowest first): part of the list above.
TMEM16A act,KCNK3 block,Dyrk1A ADPGlo,Structure
i,i,5,O=C1NC(c2ccccc2)C(c2ccccc2)N1 (stereo not given)
i,i,44,CN(C)c1ccc2c(c1)C(=NO)c1ccccc1-2
i,i,-22,CCN(C(=O)CN1CCC(C)CC1)c1c(N)n(Cc2ccccc2)c(=O)[nH]c1=O

A portion of the library; the hit share may differ from the screen's.
